# Bioassay records deposited in PubChem BioAssay by several laboratories.
# NTR1 agonist – agonists of NTR1, primary screen, imaging, U2OS cells, beta-arrestin-GFP, high content (AID 493036); Neurotensin receptor type 1 (Homo sapiens), P30989; NTR1-U2OS beta-arrestin-GFP spot imaging, agonist mode; activation, % at 20 µM; 0.17% of 330,000 active;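 active means activation at or above 40% of the spot to cytoplasm intensity ratio, with at least 20 cells analyzed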;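 further: 0% = DMSO without peptide and 100% = 100 nM NTR1 peptide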
# Target sequence (P30989 whole entry, looked up): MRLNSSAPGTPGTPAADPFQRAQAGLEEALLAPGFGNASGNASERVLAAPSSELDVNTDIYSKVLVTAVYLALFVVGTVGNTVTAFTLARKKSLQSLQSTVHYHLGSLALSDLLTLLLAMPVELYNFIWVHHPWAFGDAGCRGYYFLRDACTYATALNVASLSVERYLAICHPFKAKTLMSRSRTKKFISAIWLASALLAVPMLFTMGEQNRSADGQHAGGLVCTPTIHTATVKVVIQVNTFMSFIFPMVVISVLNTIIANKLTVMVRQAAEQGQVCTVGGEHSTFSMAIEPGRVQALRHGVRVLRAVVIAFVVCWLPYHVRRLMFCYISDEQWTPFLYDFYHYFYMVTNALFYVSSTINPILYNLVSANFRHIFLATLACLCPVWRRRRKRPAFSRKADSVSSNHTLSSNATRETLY
# GPR55 beta-arrestin – GPR55 agonists via beta-arrestin recruitment, primary screen, imaging, U2OS cells, beta-arrestin-GFP redistribution (AID 1961) | G-protein coupled receptor 55 (Homo sapiens) | U2OS GPR55 beta-arrestin-GFP redistribution imaging; higher % means a stronger effect | activation, % at 10 µM, or EC50 in µM where a hit was titrated | 0.048% of 290,000 active;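 active means activation above 40% with more than 50 cells counted in the well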;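 further: U2OS osteosarcoma cells stably expressing GPR55 and beta-arrestin-GFP; plate controls were DMSO negative control for no effect and LPI positive control for full effect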
# T cell modulator – modulators of CD8 T cell-vesicle binding, primary screen, mouse 2C CD8+ T cells, flow cytometry | 2C CD8+ T cell-vesicle binding; stronger effect = lower value | calls only at 7 µM | 0.068% of 330,000 active;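 active means response, share of CD8 T cells binding vesicles, and their 90th percentile fluorescence all below set limits, cut at about 80% in these data, passing the limit was not always enough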
#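 Benchmarks: naked versus QL9-loaded vesicles / Assay system: purified 2C TCR transgenic mouse naive CD8+ T cells / Technique: high-throughput flow cytometry with anti-B7-1 and anti-CD8 staining / Timing: Cell–vesicle co-incubation 1.5 h at 37 °C, staining 20 min on ice / Read-out: percent CD8+ FL2 mean versus row control / Probe or stimulus: QL9-loaded Drosophila micro-vesicles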
# GPR55 antagonists – GPR55 antagonists blocking LPI-driven arrestin recruitment, primary screen, imaging, U2OS, beta-arrestin-GFP, LPI agonist (AID 2013); G-protein coupled receptor 55 (Homo sapiens); U2OS GPR55 beta-arrestin-GFP translocation imaging, LPI antagonism; higher % means a stronger effect; one-dose inhibition, % at 10 µM; IC50 in µM for titrated hits; 0.13% of 290,000 active;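 active means spots per cell inhibited over 60%, with over 100 cells counted and total cytoplasm intensity under 500,000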;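 further: U2OS cells stably carrying GPR55 and arrestin-GFP stimulated by 5 µM LPI near EC80; imaged beta-arrestin-GFP aggregate spots per cell after agonist stimulation; plate controls were LPI-stimulated DMSO wells for no effect and DMSO wells without LPI for full effect; some results filed as inactive read as strong as hits; confirmed hits need IC50 under 10 µM and bright autofluorescent wells are also inconclusive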
# GPR35 arrestin U2OS – GPR35 antagonists blocking zaprinast-driven arrestin recruitment, primary screen, imaging, U2OS, beta-arrestin-GFP, zaprinast agonist (AID 2058). U2OS GPR35 beta-arrestin-GFP translocation imaging, zaprinast antagonism; higher % means a stronger effect. G-protein coupled receptor 35 (Homo sapiens). 0.052% of 290,000 active. one-dose inhibition, % at 10 µM; IC50 in µM for titrated hits;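 active means inhibition of at least 50% with at least 30 cells and total cytoplasm GFP at most 10,000,000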
# KOR beta-arrestin-1 – KOR antagonists, beta-arrestin recruitment, cell-based, luminescence, uHTS (AID 1778). inhibition, % at 10 µM; hits with a dose series show IC50 in µM. KOR beta-arrestin recruitment, luminescence, antagonist mode; higher % means a stronger effect. Kappa-type opioid receptor (Homo sapiens). 0.091% of 290,000 active; in the data active means inhibition above about 50%; further: strong numbers were not always called active
# KOR beta-arrestin-2 – KOR agonists, beta-arrestin recruitment, primary screen, cell-based, luminescence, uHTS (AID 1777). KOR beta-arrestin recruitment, luminescence; higher % means a stronger effect. activation, % at 10 µM, or EC50 in µM where a hit was titrated. 0.02% of 280,000 active; in the data active means activation above about 50%, passing the limit was not always enough; further: a part of the inactive calls stands beside numbers as strong as those of hits
# West Nile antiviral – West Nile virus antiviral activity, cell-based, CPE readout (AID 1621); CPE inhibition, % at 10 µM, or IC50 in µM where a hit was titrated; 0.02% of 290,000 active; West Nile virus-infected cells, CPE inhibition; higher % means a stronger effect; in the data active means a potency from the dose series; further: strong numbers were not always called active
# Salmonella PhoP GFP – inhibitors of PhoP regulon expression, primary screen, Salmonella Typhimurium, GFP reporter (AID 1863); S. Typhimurium PhoP-regulated promoter GFP reporter, 4 h; higher % means a stronger effect; one-dose inhibition, % at 50 µM; IC50 in µM for titrated hits; 0.16% of 300,000 active;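 active means inhibition over 29.93%, a cutoff 3 SD above the screen mean, later confirmed by dose response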;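 further: 0% = low Mg2+ inducing control and 100% = high Mg2+ repressing control; strong numbers were not always called active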
# T cell modulator vesicle-bound % – also measured in T cell modulator; calls as there; double positive events, %; measured here: CD8+ vesicle-bound cell fraction;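 binding gate set so that unloaded-vesicle control wells show 10% double positive cells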
# NTR1 agonist cell count 20 µM – also measured in NTR1 agonist; calls as there; cell count; measured here: cell count, cytotoxicity flag
# * hit, by the source's call; i = inactive; . = not tested or not shown; [ ] = dose if it differs, or a comment.
molecule	NTR1 agonist	NTR1 agonist cell count 20 µM	GPR55 beta-arrestin	T cell modulator	T cell modulator vesicle-bound %	GPR55 antagonists	GPR35 arrestin U2OS	KOR beta-arrestin-1	KOR beta-arrestin-2	West Nile antiviral	Salmonella PhoP GFP
CS(=O)(=O)N1CCN(c2ccc(NC(=O)c3ccc(-c4ccc(Cl)cc4)o3)cc2)CC1	16	68	-0.1%	i	32	14%	2%	-112%	18%	1.0%	2%
CCC(CC)C(=O)NCc1ccc2c(c1)cc(C)n2C	-0.9	93	-0.1%	i	32	18%	0%	1%	-0.1%	-1.1%	7%
O=C(COC(=O)CNC(=O)c1ccco1)Nc1ccccc1OC(F)F	0.7	50	-0.1%	i	36	11%	4%	11%	-3.9%	0.3%	1%
CC[C@@H]1[C@H]2CCCC(=O)N3CC[C@@H](C[C@@H]1OC(=O)NCc1ccccc1)[C@@H]23	1.1	64	-0.3%	i	59	-1%	14%	-6%[20 µM]	-2.1%	-1.0%	-5%
COc1ccc(Cl)cc1Nc1nc(-c2cccnc2)cs1	9.4	67	-0.2%	i	56	4%	4%	-12%	-5.7%	-0.6%	-2%
Cc1c(CCOC(=O)C23CC4CC(CC(C)(C4)C2)C3)sc[n+]1CC(=O)c1ccccc1	37	41	-0.1%	i	19	36%	19%	3%[20 µM]	6.0%	-1.6%	.
CC(C)c1ccc(C2NC(C(=O)O)CS2)cc1 (centres undefined)	-6.0	82	-0.2%	i	50	0%	-22%	20%	-3.3%	1.4%	-5%
O=C(COc1ccc2ccccc2c1)NCCNC(=O)COc1ccc2ccccc2c1	-0.3	60	-0.1%	i	46	6%	14%	4%	-4.9%	0.1%	-4%
CCC(=O)OCCn1c(=O)c2ccccc2c2ccccc2c1=O	1.3	41	0.1%	i	44	-4%	-2%	-30%	0.8%	0.2%	0%
CC(C)CN1CCN(CCCc2ccccc2)C(CCO)C1 (centres undefined)	1.5	55	-0.4%	i	51	10%	-2%	-38%[20 µM]	-4.7%	-0.6%	5%
CS(=O)(=O)c1ncc(Cl)c(C(=O)Nc2ccc(OC(F)F)cc2)n1	4.4	47	1.5%	i	47	4%	23%	-25%[20 µM]	-5.3%	0.6%	-2%
CCn1cc(S(=O)(=O)N2CCCC2)cn1	-0.3	61	0.2%	i	8	-14%	-2%	-9%	9.7%	0.5%	-8%
COc1ccc(-n2nc(C(=O)NCC(=O)N3CCCCCC3)c3ccccc3c2=O)cc1Cl	2.8	50	-0.2%	i	15	7%	0%	0%	-3.6%	0.0%	7%
COc1cc(/C=C2/C(=O)N(c3ccccc3)N=C2C)ccc1OS(=O)(=O)c1ccccc1	1.6	71	-0.3%	i	60	14%	-1%	-13%	7.5%	0.5%	18%
N=C1C(c2nc3ccccc3s2)=C(O)CN1CCCO	1.8	44	-0.2%	i	32	-3%	8%	6%	-1.4%	0.2%	-5%
Cc1cc(C)c(C)c(OCCCOc2cccc3cccnc23)c1	12	34	-0.3%	i	51	-6%	12%	34%	2.2%	-0.6%	-1%
O=C(COC(=O)c1ccc(Br)cc1)Nc1ccccc1Br	0.2	55	0.7%	i	35	4%	-15%	4%	1.3%	-0.3%	4%
COc1cccc(CSc2nc3sc(C)c(C)c3c(=O)n2Cc2ccco2)c1	4.2	80	-0.4%	i	54	-11%	-4%	-6%	-4.1%	-1.4%	-14%
COc1ccc(-c2nc3ccccc3c(=O)n2NC(=O)c2cccnc2Cl)cc1OC	2.9	71	1.1%	i	67	-3%	-14%	8%	4.0%	-0.2%	16%
O=C1CC(N2CCN(c3ccc(O)cc3)CC2)C(=O)N1Cc1cccs1 (centres undefined)	-1.0	73	0.8%	i	36	4%	1%	43%	0.4%	0.0%	15%

# Not a retest: an excerpt of the list.
molecule	NTR1 agonist	NTR1 agonist cell count 20 µM	GPR55 beta-arrestin	T cell modulator	T cell modulator vesicle-bound %	GPR55 antagonists	GPR35 arrestin U2OS	KOR beta-arrestin-1	KOR beta-arrestin-2	West Nile antiviral	Salmonella PhoP GFP
CS(=O)(=O)N1CCN(c2ccc(NC(=O)c3ccc(-c4ccc(Cl)cc4)o3)cc2)CC1	16	68	-0.1%	i	32	14%	2%	-112%	18%	1.0%	2%
CCC(CC)C(=O)NCc1ccc2c(c1)cc(C)n2C	-0.9	93	-0.1%	i	32	18%	0%	1%	-0.1%	-1.1%	7%
O=C(COC(=O)CNC(=O)c1ccco1)Nc1ccccc1OC(F)F	0.7	50	-0.1%	i	36	11%	4%	11%	-3.9%	0.3%	1%
CC[C@@H]1[C@H]2CCCC(=O)N3CC[C@@H](C[C@@H]1OC(=O)NCc1ccccc1)[C@@H]23	1.1	64	-0.3%	i	59	-1%	14%	-6%[20 µM]	-2.1%	-1.0%	-5%

# The listing continues:
molecule	NTR1 agonist	NTR1 agonist cell count 20 µM	GPR55 beta-arrestin	T cell modulator	T cell modulator vesicle-bound %	GPR55 antagonists	GPR35 arrestin U2OS	KOR beta-arrestin-1	KOR beta-arrestin-2	West Nile antiviral	Salmonella PhoP GFP
O=C(Nc1ccc(N2CCOCC2)nc1)c1c(F)cccc1F	0.9	52	-0.2%	i	54	4%	22%	10%	-0.8%	0.0%	-1%
O=C(Nc1ccc(Cl)cc1)/C(=C/c1ccc([N+](=O)[O-])cc1)c1nc2ccccc2s1	.	.	1.1%	.	.	15%	-1%	12%	-0.5%	-2.2%	-3%
CSc1nc(-c2ccco2)nn1C(=O)c1cccs1	-1.4	88	0.3%	i	50	25%	8%	-54%	1.6%	0.3%	-5%
Cc1nn(CCO)c2nc(-c3cccs3)cc(C(F)(F)F)c12	5.3	51	0.0%	i	6	14%	-21%	8%	0.3%	0.1%	4%
CN(c1cccc(Cl)c1)S(=O)(=O)c1cccc(C(=O)NC2=NCCS2)c1	1.1	58	-0.1%	i	56	14%	-13%	-7%	4.5%	-0.6%	7%
CCCCNC(=O)N1CCOCCOCCN(C(=O)NCCCC)CCOCC1	0.4	49	0.0%	i	35	2%	2%	-7%	0.1%	-0.2%	-9%
CCOCCCNC(=O)CCn1nc(-c2ccc(Cl)cc2)ccc1=O	1.4	73	-0.3%	i	27	2%	5%	-4%	-3.8%	1.1%	-12%
CSc1ccc(/C=C/c2ccc3cccc(O)c3n2)cc1	3.3	52	0.0%	i	66	-4%	5%	8%	-5.0%	-1.1%	-10%
Cc1ccccc1N1CCN(CCCN2C(=O)C3CCCCN3C2=O)CC1 (centres undefined)	-0.7	71	-0.2%	i	40	10%	13%	-17%	2.2%	-0.6%	-2%
Cc1nnc(SCc2nc3sc(C(=O)O)c(C)c3c(=O)[nH]2)s1	1.5	54	-0.2%	i	27	-2%	8%	-1%	-0.2%	0.3%	-10%
COc1ccc(C(=O)Oc2ccc(Br)cc2C(=S)N2CCOCC2)cc1	0.3	47	.	i	6	-20%	10%	9%	-4.8%	0.5%	3%
CS(=O)Cc1cc(Sc2ccccc2)nc(-c2ccncc2)n1 (centres undefined)	2.3	70	0.5%	i	41	-9%	-9%	6%	-3.1%	-0.6%	0%
CC(=O)c1cccc(NS(=O)(=O)c2ccc(-c3cc(C)no3)s2)c1	1.3	57	0.2%	i	33	1%	-7%	-30%	0.5%	-0.3%	-7%
O=C(Nc1ccc(F)cc1F)N1CCCN(CCOc2ccccc2)CC1	-1.1	41	0.3%	i	58	8%	-8%	8%	2.3%	-0.4%	6%
Cc1c(C(=O)NC2=NCCS2)oc2ccccc12	2.1	88	-0.1%	i	39	5%	-8%	-12%	1.9%	0.1%	6%
c1ccc(Nc2nnc(-c3cccnc3)s2)cc1	-1.7	95	0.4%	i	40	1%	-3%	27%	0.1%	-0.8%	-5%
CC(C)(SC(=S)N1CCOCC1)C(=O)O	-0.2	51	-0.1%	i	47	7%	16%	-10%	3.6%	0.0%	-1%
Clc1nssc1=Nc1ccccc1	.	.	-0.6%	.	.	0%	-2%	-61%	4.3%	0.5%	-10%
Cc1cccc(NS(=O)(=O)c2ccc(C(C)(C)C)cc2)n1	1.1	54	0.0%	i	44	-3%	-8%	-54%[20 µM]	3.7%	-0.7%	-4%
Cn1c2c(c(=O)[nH]c1=O)C(NC(=O)c1ccco1)(C(F)(F)F)C(=O)N2 (centres undefined)	-2.4	85	-0.2%	i	33	11%	6%	26%	4.3%	0.2%	2%
O=C(CCCn1c(SCc2ccccc2F)nc2ccccc2c1=O)NCC1CCCO1 (centres undefined)	2.3	58	-0.3%	i	57	6%	-17%	6%	-0.8%	-0.9%	-14%
O=C(O)/C=C/C(=O)Nc1ccc(OC(F)(F)F)cc1Br	0.1	46	-0.2%	i	48	-9%	-9%	-16%	3.5%	-0.5%	-9%
COc1cc(C(=O)Nc2ccc(S(=O)(=O)N(C)c3ccccc3)cc2)cc(OC)c1OC	7.0	46	0.1%	i	39	2%	-2%	29%	4.1%	-0.9%	-2%
COc1ccc(N2CCN(CCNC(=O)Nc3ccc(C)cc3Cl)CC2)cc1	0.4	44	0.0%	i	28	-3%	-8%	-1%	0.4%	-0.8%	-1%
CC1(C)SC2c3ccccc3C(=O)N2[C@@H]1C(=O)NC1CC1 (some centres undefined)	0.4	67	0.2%	i	29	12%	-4%	-22%	-0.5%	0.5%	5%
Cc1occc1C(=O)N1CCN(c2ncccn2)CC1	1.3	47	0.5%	i	21	7%	-3%	-18%	2.2%	0.8%	-1%
O=C(COC(=O)CCc1nc2ccccc2c(=O)[nH]1)NC1CCS(=O)(=O)C1 (centres undefined)	-0.4	62	-0.2%	i	34	7%	-10%	-3%	-4.9%	0.5%	-10%
O=c1cc(O)n(C2CCCCCC2)c(=O)[nH]1	-1.6	82	0.4%	i	35	3%	-2%	-3%	-2.8%	0.3%	-5%
O=C(Nc1ccc(S(=O)(=O)N2CCCCC2c2cccnc2)cc1)c1ccccc1F (centres undefined)	3.1	92	-0.6%	i	49	1%	1%	-5%	1.4%	-0.8%	-8%
CCOC(=O)COc1ccccc1/C=C1/NC(=O)NC1=O	2.1	52	0.8%	i	38	9%	4%	-4%	-1.3%	-0.3%	-10%
